# Bioassay records: PubChem BioAssay, The Scripps Research Institute Molecular Screening Center
# procasp3 activ = activators of human procaspase-3 D3A mutant, primary screen, biochemical, absorbance, PC-3 D3A mutant, single concentration; Caspase-3 (Homo sapiens), P42574; recombinant procaspase-3 D3A, Ac-DEVD-pNA absorbance 405 nm; activation, % at 8.5 µM; 0.11% of 330,000 active; AID 463141, 2010;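 active = activation above the mean of all tested compounds plus 3 SD, cut at about 21% in these data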;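 also: 0% = DMSO alone and 100% = DMSO wells spiked with extra 5 µM PC-3 D3A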
#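 Assay system: Autoprocessing-dead procaspase-3 D3A mutant enzyme; also added: Ac-DEVD-pNA; doses: one concentration, 8.5 µM nominal, 0.8% DMSO; times: 1 h compound preincubation, 2 h substrate hydrolysis at 25 °C; technique: 405 nm absorbance of p-nitroaniline, reads at 0 and 120 min; measure: % activation between DMSO and enzyme-spiked controls; repeats: single replicate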
# core dimer inh = inhibitors of HCV core protein dimerization, primary screen, biochemical, TR-FRET, high-throughput; inhibition, % at 5 µM; TR-FRET GST/Flag-core106 dimerization, 1536-well; 0.33% of 300,000 active;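 active = inhibition above the mean of all tested compounds plus 3 SD, set per screening campaign, cut at about 45% in these data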
#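 Material: GST/Flag-tagged HCV core106 proteins. Incubation: 4 h, 22.5 °C incubation. Read-out basis: inhibition (%) from 671 over 617 nm ratio. Measured by: TR-FRET, excitation 340 nm, emission 617 and 671 nm.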
# AHR act = AHR activators, primary screen, cell-based, luminescence, luciferase reporter, human; AHR-responsive luciferase reporter cells; activation, % at 5 µM; 2.5% of 320,000 active; AID 2796, 2010; in the data active = activation above about 47%;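 also: 0% = vehicle wells and 100% = reference agonist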
# PP1 counter = PP1-alpha phosphatase inhibitors, primary screen, counter-screen for PP5 inhibitor project, biochemical, fluorescence, OMFP substrate, single point; purified PP1alpha; inhibition, % at 6.7 µM; 0.9% of 320,000 active; AID 2235, 2010;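 active = inhibition above the mean inhibition of all tested compounds plus 3 SD, computed separately for each screening campaign, cut at about 15% in these data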
# Target sequence (P62136 whole entry, looked up): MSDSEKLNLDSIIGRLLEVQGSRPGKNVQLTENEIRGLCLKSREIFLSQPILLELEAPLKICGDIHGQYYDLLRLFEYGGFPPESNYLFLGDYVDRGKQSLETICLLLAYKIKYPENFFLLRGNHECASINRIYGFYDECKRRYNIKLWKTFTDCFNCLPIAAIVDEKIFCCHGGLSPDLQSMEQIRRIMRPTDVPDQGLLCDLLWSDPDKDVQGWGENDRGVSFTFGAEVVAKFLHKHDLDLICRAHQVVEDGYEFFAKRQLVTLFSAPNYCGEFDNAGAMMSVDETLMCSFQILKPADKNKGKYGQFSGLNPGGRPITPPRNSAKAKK
# TPT1 inhibitor = Candida albicans TPT1 enzyme inhibitors, primary screen, biochemical, fluorescence polarization; inhibition, % at 5 µM; 0.81% of 300,000 active; recombinant caTPT1, FP RNA substrate dephosphorylation;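 active = inhibition above the mean of all tested compounds plus 3 SD, set per screening campaign, cut at about 24% in these data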;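 also: plate controls were DMSO alone for no effect and ferristatin control at 100 nM for full effect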
# CTSL1 counter = Fasciola hepatica cathepsin L1 inhibitors, primary screen, counter-screen for PFM18AAP inhibitor project, biochemical, QFRET, fluorogenic peptide substrate. recombinant F. hepatica cathepsin L1, Z-Leu-Arg-MCA fluorescence. inhibition, % at 5.96 µM. 0.49% of 300,000 active;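 active = inhibition above the mean of all tested compounds plus 3 SD, set per screening campaign, cut at about 17% in these data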;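 also: 0% = plate median of test compound wells and 100% = 1 µM Z-Phe-Ala-diazomethylketone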
# proCasp7 act = procaspase-7 activators, primary screen, counter-screen for procaspase-3 activator project, biochemical, absorbance, HTS, human; recombinant procaspase-7, Ac-DEVD-pNA absorbance 405 nm; D23A/D198A/D206A triple mutant, cannot self-cleave; scale: DMSO 0, 5 µM enzyme 100; Caspase-7 (Homo sapiens), P55210; 0.093% of 330,000 active; activation, % at 8.5 µM; AID 463210, 2010;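 active = percent activation above the screen-wide mean plus 3 SD, cut at about 25% in these data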
#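 System: Procaspase-7 triple mutant (PC-7 D3A); measure: % activation from two-timepoint absorbance difference, scaled to controls; times: 1 h compound preincubation, 2 h substrate cleavage, 25 °C; also added: Ac-DEVD-pNA substrate, 400 µM as added; measured by: Epi-absorbance of released pNA at 405 nm, two timepoints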
# PP5 primary = PP5 phosphatase inhibitors, primary screen, biochemical, fluorescence | purified PP5c, OMFP substrate fluorescence | AID 1987, 2009 | Serine/threonine-protein phosphatase 5 (Homo sapiens), P53041 | 0.18% of 320,000 active | inhibition, % at 6.7 µM;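 active = inhibition above the campaign's mean inhibition across all tested compounds plus 3 SD, cut at about 9.5% in these data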;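 also: 0% = DMSO only and 100% = 100 µM cantharidin control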
# Target sequence (P53041 whole entry, looked up): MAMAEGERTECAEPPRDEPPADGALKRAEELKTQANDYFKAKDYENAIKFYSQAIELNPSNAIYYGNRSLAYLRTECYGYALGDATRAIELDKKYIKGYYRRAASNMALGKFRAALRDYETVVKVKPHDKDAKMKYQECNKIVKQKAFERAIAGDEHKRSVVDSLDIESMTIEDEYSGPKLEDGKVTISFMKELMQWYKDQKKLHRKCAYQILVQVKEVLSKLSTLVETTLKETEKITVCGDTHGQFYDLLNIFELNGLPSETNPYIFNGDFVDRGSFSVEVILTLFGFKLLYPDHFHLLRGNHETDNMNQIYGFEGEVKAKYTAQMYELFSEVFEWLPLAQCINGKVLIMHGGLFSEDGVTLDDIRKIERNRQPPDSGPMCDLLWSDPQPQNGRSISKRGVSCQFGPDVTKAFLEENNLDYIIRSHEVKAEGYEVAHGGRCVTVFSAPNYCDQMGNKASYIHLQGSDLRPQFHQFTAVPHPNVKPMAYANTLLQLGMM
# PAFAH2 inh = PAFAH2 enzyme inhibitors, primary screen, biochemical, fluorescence polarization, human; Platelet-activating factor acetylhydrolase 2, cytoplasmic (Homo sapiens), Q99487; recombinant PAFAH2, FP-rhodamine activity probe; inhibition, % at 3.39 µM; 0.99% of 340,000 active; AID 492956, 2010;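 active = inhibition above the mean over all tested compounds plus 3 SD, cut at about 30% in these data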;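 also: inhibitors block probe labeling of enzyme so polarization drops; 0% = enzyme with DMSO and 100% = wells lacking PAFAH2 protein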
# The depositor's hits bear a star; . = no result given.
nr	molecule	procasp3 activ	core dimer inh	AHR act	PP1 counter	TPT1 inhibitor
1	O=C(NCCC1=CCCCC1)c1cc(-c2ccncc2)nc2ccccc12	-3	12	10	1	-3
2	CCCn1c(SCC(=O)Nc2ccccc2N2CCOCC2)nc2c1c(=O)n(C)c(=O)n2C	2	-6	0	0	4
3	COc1cc(CCCN2C(=S)NC[C@@H]2Cc2ccccc2)cc(OC)c1OC	8	4	4	0	-1
4	CC1(C)CC(CC(=O)O)(c2ccc(Cl)cc2)CCO1 (configuration not stated)	0	1	0	0	3
5	Cc1ccc(C(=O)Nc2nc3ccc(S(C)(=O)=O)cc3s2)cc1C	8	-2	0	1	0
6	O=C(CCc1c[nH]c2ccccc12)NN1C(=O)NC2(CCCCC2)C1=O	0	.	6	-2	.
7	CN(C)c1ccc(CN(C(=O)c2cc3ccccc3oc2=O)C2CCS(=O)(=O)C2)cc1 (configuration not stated)	4	3	4	-2	2
8	COc1cccc(/C=C/C(=C2/C(=O)N(c3ccccc3)N=C2C)c2ccc(Br)cc2)c1OC	2	-7	1	-2	0

nr	CTSL1 counter	proCasp7 act	PP5 primary	PAFAH2 inh
1	2	2	2.8	-7
2	-5	-13	-2.1	5
3	-4	7	3.8	-1
4	-3	8	3.5	-14
5	-1	-2	0.3	-10
6	.	6	0.7	0
7	-3	-5	0.6	-1
8	3	-2	-1.0	-7

# Following part.
nr	molecule	procasp3 activ	core dimer inh	AHR act	PP1 counter	TPT1 inhibitor
9	O=[N+]([O-])c1cc(C(F)(F)F)c(Cl)cc1N1CCN(CCO)CC1	-5	-4	1	-3	-4
10	O=c1cc(CN2CCCCCC2)nc2sccn12	7	-2	1	-5	-1
11	CCn1c2ccccc2c2cc(NC(=O)COC(=O)c3ccccc3F)ccc21	-1	14	41	-2	2
12	CN(C(=O)COC(=O)c1cccc(S(=O)(=O)N2CCOCC2)c1)C1CCS(=O)(=O)C1 (configuration not stated)	1	1	0	-6	-2
13	CSc1ccccc1NC(=O)c1cccnc1	-6	-4	9	0	-4
14	Cc1cccc(-c2nc(CS(=O)CC(=O)N3CC(C)CC(C)C3)c(C)o2)c1 (configuration not stated)	-4	3	3	4	1
15	O=C(Cn1c(=O)n(Cc2ccc3c(c2)OCO3)c(=O)c2ccccc21)N1CCCc2ccccc21	-5	28	22	5	-1
16	Cc1cccc(NC(=O)c2ccccc2C(=O)O)c1	-3	-18	0	-9	0

nr	CTSL1 counter	proCasp7 act	PP5 primary	PAFAH2 inh
9	2	-4	-1.0	0
10	-2	-2	3.6	2
11	-2	10	-0.6	2
12	2	6	0.7	9
13	-2	8	-0.2	-5
14	-1	-10	1.1	6
15	1	5	-0.2	-7
16	8	4	1.4	2

# Record cards, as listed above. Values in the order: procasp3 activ, core dimer inh, AHR act, PP1 counter, TPT1 inhibitor, CTSL1 counter, proCasp7 act, PP5 primary, PAFAH2 inh
# `CSc1ccccc1NC(=O)c1cccnc1` is entered as -6, -4, 9, 0, -4, -2, 8, -0.2, -5
# `Cc1cccc(-c2nc(CS(=O)CC(=O)N3CC(C)CC(C)C3)c(C)o2)c1` (configuration not stated) is entered as -4, 3, 3, 4, 1, -1, -10, 1.1, 6

# The results go on.
nr	molecule	procasp3 activ	core dimer inh	AHR act	PP1 counter	TPT1 inhibitor
17	CCOc1ccc(CN(Cc2ccco2)S(=O)(=O)c2ccc(-n3cnnn3)c(OC)c2)cc1	5	3	0	1	-2
18	COc1ccc(NS(=O)(=O)c2cc(OC)ccc2OC)cc1	-3	-7	-1	-1	-2
19	O=C(NCc1cn2ccccc2n1)C1CCC(=O)N(Cc2ccccc2F)C1 (configuration not stated)	1	-10	-1	7	3
20	CC(NC(=O)c1ccc2c(c1)S(=O)(=O)N=C1CCCCCN12)c1ccc(S(N)(=O)=O)cc1 (configuration not stated)	2	5	2	-8	4
21	O=C(Cc1ccccc1)N/N=C/c1cc2c(cc1Cl)OCO2	-4	-1	27	0	1
22	c1csc(-c2nnsc2-c2nc3ccccc3[nH]2)c1	3	0	25	-1	13
23	CCOC(=O)CNC(=O)CSc1ncnc2c1nnn2-c1ccc(F)cc1	7	3	1	-5	-4
24	CC1(C)CC2CC(C)(CN2/C=C2/CCCCC2=O)C1 (configuration not stated)	0	1	1	8	-2

nr	CTSL1 counter	proCasp7 act	PP5 primary	PAFAH2 inh
17	3	7	2.0	-4
18	1	5	3.6	-1
19	-1	5	0.5	7
20	0	0	0.7	-3
21	3	-4	1.1	-8
22	-1	-3	2.8	2
23	-2	15	0.5	4
24	4	-13	-0.4	-6

# 2 of the compounds above, as labelled records:
14) Cc1cccc(-c2nc(CS(=O)CC(=O)N3CC(C)CC(C)C3)c(C)o2)c1 (configuration not stated)
  procasp3 activ = -4	core dimer inh = 3	AHR act = 3	PP1 counter = 4	TPT1 inhibitor = 1	CTSL1 counter = -1	proCasp7 act = -10	PP5 primary = 1.1	PAFAH2 inh = 6

5) Cc1ccc(C(=O)Nc2nc3ccc(S(C)(=O)=O)cc3s2)cc1C
  procasp3 activ = 8	core dimer inh = -2	AHR act = 0	PP1 counter = 1	TPT1 inhibitor = 0	CTSL1 counter = -1	proCasp7 act = -2	PP5 primary = 0.3	PAFAH2 inh = -10

# The results go on.
nr	molecule	procasp3 activ	core dimer inh	AHR act	PP1 counter	TPT1 inhibitor
25	COc1ccc([C@H]2CC(=O)C=C(c3ccc(CNC(=O)OC(C)(C)C)cc3)C2)cc1	8	.	2	5	.
26	Cc1ccc(S(=O)(=O)N2CN(Cc3ccco3)c3nc4ccccc4nc32)cc1	-13	16	3	5	-11
27	Cc1ccc(CNC(=O)C(CC(C)C)OC(=O)c2ccco2)cc1 (configuration not stated)	4	-7	2	5	0
28	COc1ccc(-n2c(CCc3ccccc3)n[nH]c2=S)cc1	-7	-1	0	2	-6
29	O=C(C1CCCO1)N1CCN(C(=S)Nc2ccc(F)c(Cl)c2)CC1 (configuration not stated)	-2	0	1	-4	0
30	COCCCn1c(SCC(=O)NC(C)(C)C)nnc1-c1cccs1	-1	0	2	-3	2
31	Cc1ccc(OCCOC(=O)Nc2ccccc2)cc1	0	-13	-5	-2	0
32	COC(=O)c1ccc(CSc2nc3c(c(=O)n2-c2ccc(Br)cc2)SCC3)o1	-4	15	0	7	-3

nr	CTSL1 counter	proCasp7 act	PP5 primary	PAFAH2 inh
25	.	5	2.3	-4
26	3	-14	-0.5	2
27	-42	-1	2.7	2
28	-1	-10	-1.0	-7
29	-1	-18	-2.2	1
30	-2	4	-1.5	0
31	-3	3	1.7	0
32	4	-4	1.9	8

# (listing goes on)
nr	molecule	procasp3 activ	core dimer inh	AHR act	PP1 counter	TPT1 inhibitor
33	O=C1/C(=C/c2ccc(C(=O)O)cc2)CCC/C1=C\c1ccc(C(=O)O)cc1	7	36	-3	-2	-1
34	CC1(C)Cc2c(cnn2-c2ccc(F)cc2)C(NC(=O)C2=NNC(=O)CC2)C1 (configuration not stated)	2	1	3	0	-2
35	CC1CC(C)(C)OC(C[N+]2(C)CCCCC2)O1 (configuration not stated)	-8	3	-2	-6	1
36	CCOC(=O)N1CCC(NC(=O)c2oc3c(F)cccc3c2C)CC1	3	0	4	-2	-6
37	O=C(O)c1cc(N2C(=O)CCC2=O)ccc1NCc1cccnc1	4	-7	0	-3	-3
38	Cc1ccc(S(=O)(=O)NCCC(c2ccccc2)c2ccco2)cc1 (configuration not stated)	-11	10	0	1	0
39	Cc1cc(S(=O)(=O)NCc2ccccc2)ccc1OCC(=O)NCc1cccnc1	6	9	5	-3	-3
40	O=C1CCCC2=C1C1(CCCC1)N=C(Nc1nc3ccccc3s1)N2	2	0	-2	-1	-2

nr	CTSL1 counter	proCasp7 act	PP5 primary	PAFAH2 inh
33	7	1	-0.8	3
34	-1	1	-1.0	11
35	-1	-11	2.8	1
36	0	0	1.2	2
37	-2	1	2.2	2
38	6	9	1.4	-7
39	-4	7	-1.8	-1
40	3	7	1.1	0

# Other entries follow:
nr	molecule	procasp3 activ	core dimer inh	AHR act	PP1 counter	TPT1 inhibitor
41	O=C(NCCCO)Nc1ccc2nc(-c3ccco3)c(-c3ccco3)nc2c1	-16	40	-1	14	-25
42	CC(=O)Cc1nsc(Nc2ccc(C)cc2)n1	3	-4	15	1	-3
43	Cc1ccc(N2C(=O)c3cccc(Oc4ccc(Cl)cc4)c3C2=O)c(C)c1	-6	6	0	4	0
44	CC(c1ccccc1)n1c(-c2ccc(C(C)(C)C)cc2)n[nH]c1=S (configuration not stated)	-14	3	2	5	-3
45	COc1cc(C(=O)O)ccc1O	5	-7	0	-1	2
46	Cc1ccc(NC(=O)CN(C)C(=O)c2ccc(NC(=O)CC3SC(N4CCCC4)=NC3=O)cc2)cc1 (configuration not stated)	4	2	2	-4	2
47	Cc1[nH]c(=S)[nH]c(=O)c1Cc1ccccc1	1	-2	-2	-7	1
48	O=C(COC(=O)/C=C/c1ccc(F)cc1)NC1CCCCCC1	-6	.	1	.	.

nr	CTSL1 counter	proCasp7 act	PP5 primary	PAFAH2 inh
41	4	-15	3.5	.
42	-1	7	1.6	2
43	-4	4	-0.3	-1
44	3	-8	4.0	2
45	-4	-2	2.1	1
46	-2	6	-0.2	2
47	6	13	-0.7	0
48	.	-1	.	89*

# Further entries.
nr	molecule	procasp3 activ	core dimer inh	AHR act	PP1 counter	TPT1 inhibitor
49	COc1ccc(/C=N/NC(=O)CCOc2ccccc2C)cc1OC	1	6	38	2	1
50	Cc1ccc(C)c2c1cc(C)c1nnc(SCC(=O)NCc3ccc4c(c3)OCO4)n12	2	-5	4	-10	-1
51	COc1ccc(S(=O)(=O)N2CCCCCC2)cc1C(=O)N1CCN(c2ccccc2C)CC1	6	.	0	4	.
52	O=S(=O)(NCC(c1ccco1)N1CCN(c2ccccc2F)CC1)c1ccc(F)cc1 (configuration not stated)	4	12	-1	-1	-1
53	O=C(CCCN1C(=O)c2ccccc2C1=O)Oc1ccc(F)cc1	-4	2	2	-1	6
54	CCCCC(=O)NC(=S)Nc1cc(C(=O)O)ccc1OC	0	-6	-1	-2	1

nr	CTSL1 counter	proCasp7 act	PP5 primary	PAFAH2 inh
49	1	5	0.3	-1
50	7	-8	-6.0	-3
51	.	-4	6.5	15
52	2	-4	2.9	12
53	-39	8	-0.2	-6
54	-1	11	0.9	3

# Entries by screen from the entries so far:
# proCasp7 act for nos. 42 to 53 → 7, 4, -8, -2, 6, 13, -1, 5, -8, -4, -4, 8
